HEK293 NFkB inh – inhibitors of the PMA/ionomycin-induced NF-kB reporter in HEK293 cells. HEK-293 NF-kB luciferase reporter, luminescence. inhibition, % at 3 µM. 62,000 tested, 0.21% active. AID 465;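 active = inhibition above the mean of all tested compounds plus 3 SD, cut at about 40% in these data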;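 also: 0% = stimulated DMSO wells and 100% = 10 µM reference inhibitor 5653914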
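Material: HEK-293 cells with stable firefly luciferase reporter driven by four HIV NF-kB elements / Also added: PMA plus ionomycin mix as NF-kB-activating stimulus / Compound dosing: 3 µM once, 0.30% DMSO / Times: 1 h pretreatment, 16 h stimulation, 37 °C / Signal: luminescence / Evaluation: per-plate % inhibition versus controls / Benchmarks: DMSO and 10 µM reference inhibitor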
MMP13 inh – inhibitors of human MMP13; MMP-13 fTHP FRET cleavage, Mca fluorescence; 65,000 tested, 0.07% active; inhibition, % at 4 µM; AID 570; P45452;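 active = inhibition above the mean of compound-free control plate wells plus 3 SD, cut at about 14% in these data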;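 also: 0% = DMSO wells and 100% = wells with reference MMP-13 inhibitor after basal subtraction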
ROCK2 blocker – blocks human Rho kinase 2 activity. inhibition, % at 6 µM. O75116. purified ROCK2, Kinase-Glo ATP depletion luminescence. AID 604. 60,000 tested, 0.35% active;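 active = inhibition above the screen-wide mean inhibition plus 3 SD, cut at about 18% in these data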;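 also: plate controls were DMSO wells for no effect and Y-27632 control wells after no-enzyme background subtraction for full effect; many of its hits are not listed in these tables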
JNK3 inh – blocks human JNK3 kinase activity; P53779; 60,000 tested, 0.61% active; purified JNK3 kinase activity, HTS; inhibition, % at 8 µM; in the data active = inhibition above about 17%;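 also: 0% = DMSO and 100% = reference inhibitor; many of its hits are not listed in these tables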
Target sequence (P53779 whole entry, looked up): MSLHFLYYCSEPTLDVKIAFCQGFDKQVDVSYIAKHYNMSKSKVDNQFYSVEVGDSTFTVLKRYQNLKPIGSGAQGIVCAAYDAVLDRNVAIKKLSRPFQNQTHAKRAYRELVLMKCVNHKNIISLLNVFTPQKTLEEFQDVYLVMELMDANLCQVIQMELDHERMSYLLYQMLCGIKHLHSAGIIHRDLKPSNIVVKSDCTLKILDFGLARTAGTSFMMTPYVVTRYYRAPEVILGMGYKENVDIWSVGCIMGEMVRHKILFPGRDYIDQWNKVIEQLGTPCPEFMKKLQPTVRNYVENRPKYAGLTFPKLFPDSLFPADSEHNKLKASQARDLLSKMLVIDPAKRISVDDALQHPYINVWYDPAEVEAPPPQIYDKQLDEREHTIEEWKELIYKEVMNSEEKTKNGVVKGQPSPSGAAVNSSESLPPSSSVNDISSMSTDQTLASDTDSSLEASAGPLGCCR
PKA inh – PKA (human) kinase inhibition | inhibition, % at 6 µM | PKA Kemptide phosphorylation, Kinase-Glo ATP luminescence | AID 524 | 65,000 tested, 0.1% active | P17612;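 active = inhibition above the screen-wide mean inhibition plus 3 SD, cut at about 21% in these data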; also: many of its hits are not listed in these tables
NADH enzymes – blocks coupling enzymes of NAD/NADH assays | coupled PK/LDH NADH assays, four targets | 65,000 tested, 0.02% active | AID 774 | IC50, µM (series often up to 10 µM), for inactives: at the top dose inhibition;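 active = single-dose screening hits from any of four coupled enzyme assays that gave an IC50 when retested across doses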;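 also: the DPM-DC format reads NADH fluorescence rather than 340 nm absorbance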
A340 absorber – compound absorbs light at 340 nm. compound absorbance at 340 nm, fold over control. fold change at 10 µM. 65,000 tested, under 10 active. AID 708;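 active = at 10 µM dose, initial 340 nm absorbance at least 2 fold that of control wells; inactive = change under 2 fold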;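 also: initial absorbance extrapolated from kinetic A340 decline of NADH oxidation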
Ecoli tolC – blocks growth of E. coli BW25113 tolC mutant; growth inhibition, % at 10 µM (by protocol); 65,000 tested, 2.2% active; OD615;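 active = growth inhibition at or above a cutoff equal to the mean over every tested compound plus 3 SD, cut at about 60% in these data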;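 also: growth measured after 20 h incubation at 37 °C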
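Doses: one dose of 10 µM final / Material: E. coli BW25113 ΔtolC::kan, tolC deletion mutant strain / Buffer or medium: LB with kanamycin 50 µg/mL / Evaluation: percent growth inhibition / Detection: optical density read at 615 nm / Incubation: 37 °C, 20 h exposure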
Fluor 339 460 – intrinsic fluorescence of library compounds, ex339/em460 – biochemical, MLSMR library, data from DPM-DC assay, artefact control, profiling panel | fluorescence fold increase at 10 µM | 65,000 tested, 5.5% active | compound autofluorescence, ex339/em460 nm, NADH buffer; stronger effect = higher value; 1 = no-compound wells, NADH background;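 active = at 10 µM, mean starting fluorescence two-fold or more over control wells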;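 also: signal is the first read of a kinetic run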
* hit, by the source's call; · = no result given; [ ] = remark or other dose. This is a subset; count on the stated rates, not on these rows.

Value order – HEK293 NFkB inh, MMP13 inh, ROCK2 blocker, JNK3 inh, PKA inh, NADH enzymes, A340 absorber, Ecoli tolC, Fluor 339 460
Cn1c2ccccc2c2c(C(=O)N3CCN(c4ccccn4)CC3)cn(C3CCCC3)c(=O)c21
    13.8, -19.2, ·, ·, 1.1, 12.0%, 1.06, 21.1, 1.76
O=C(Nc1nc2n(n1)C(c1ccc(Cl)cc1)CC(c1ccc(Cl)cc1)N2)c1ccco1 (stereo unspecified)
    12.7, 0.7, 3.4, -2.3, 6.5, 3.0%, 1.01, 60.7*, 1.13
COc1nc(-c2ccccc2)cc(-c2ccc(OC)c(OC)c2)n1
    13.2, -348.8[fluorescence artefact?], 1.1, 0.0, -7.1, 0.0%[fluoresces], 1.17, 33.1, 2.17*
CCOCC(=O)N1CCc2ccccc21
    -0.2, 4.7, 6.0, 2.0, 9.7, 7.0%, 1.02, -2.4, 1.08
Cc1ccc(NC(=O)N2CCC(C(=O)NCC(C)C)CC2)cc1
    20.2, 1.2, 2.9, 3.4, 8.1, 5.0%, 0.98, -16.6, 1.02
Cc1cc(NC(=O)c2cc(-c3ccco3)on2)nn1Cc1ccc(Cl)cc1
    5.5, 0.1, 8.3, 3.1, 9.2, 6.0%, 0.97, 0.2, 1.1
Cc1cccc(-c2c3c(=O)n(C)c(=O)n(C)c3cn2C(C)(C)C)c1
    20.1, 0.4, 3.3, 0.1, 5.6, 1.0%, 1.02, 5.2, 1.1
CC(C)n1c(SCc2ccc(Cl)cc2)nc2c1c(=O)[nH]c(=O)n2C
    9.1, 0.5, 10.6, 0.0, -0.3, 7.0%, 1.01, -5.1, 1.11
O=C(c1cccs1)N1CCN(S(=O)(=O)N2CCOCC2)CC1
    2.3, 4.1, 3.3, 1.6, 8.3, 5.0%, 1.03, -20.6, 1.1
Cc1ccc(S(=O)(=O)/N=C(/Nc2nc(C)cc(C)n2)N2CCOCC2)cc1
    -1.4, -3.4, -1.1, -3.2, -3.5, 9.0%, 1.05, -6.0, 1.48
O=C(CN1C(=O)COc2ccc(Cl)cc21)N1CCc2ccccc21
    8.7, 4.0, 7.1, 5.3, 8.1, 11.0%, 1.01, -12.9, 1.13
O=C(Cc1cccs1)Nc1nc2c(s1)CCCC2
    45.7*, 2.0, 5.6, 3.7, 3.6, 3.0%, 1.01, 48.8, 1.04
O=c1c2cc(N3CCOCC3)ccc2[nH]c(=S)n1Cc1ccco1
    9.1, -14.2, ·, ·, -0.4, 16.0%, 1.06, -14.4, 3.54*
O=C(CN1CCC(O)(c2ccccc2F)CC1)NCCc1c[nH]c2ccccc12
    13.8, -2.0, -2.4, -5.0, -4.5, 2.0%, 1.01, 7.1, 1.06
Cc1[nH]nc2c1C(c1ccccc1F)CC(=O)N2 (stereo unspecified)
    2.7, -2.5, 5.1, 7.5, 7.6, 8.0%, 0.99, -8.8, 1.04
COc1cccc(S(=O)(=O)NCc2ccc(C(=O)NCc3ccco3)cc2)c1
    13.3, 1.5, 0.3, 1.8, -4.3, 7.0%, 1.02, -5.5, 1.09
Cc1cc(NC(=O)C2CCCCC2C(=O)O)no1 (stereo unspecified)
    -6.1, 3.4, 4.1, -0.8, 4.0, 1.0%, 1.05, -21.6, 1.15
O=C(NCc1ccccc1)NC1(C(=O)N2CCOCC2)CCCCC1
    0.1, -1.2, 2.6, 3.1, 10.8, 5.0%, 1.03, -13.9, 1.08
CCCOc1ccc(C2C(C#N)=C(N)Oc3nc[nH]c(=O)c32)cc1OC (stereo unspecified)
    18.7, -0.6, -9.0, -3.9, 9.6, 8.0%, 1.01, -3.3, 1.23
Cc1onc(-c2ccccc2Cl)c1C(=O)N1CCN(c2cccc(Cl)c2)CC1
    28.9, 6.0, 4.8, -0.7, 4.7, 8.0%, 1.04, 9.0, 1.05
Cn1c(SCC(=O)Nc2ccc(N3CCOCC3)c(Cl)c2)nnc1C(O)c1ccccc1 (stereo unspecified)
    0.1, 1.8, 7.0, 0.7, 12.6, 2.0%, 1.06, -3.8, 1.11
O=C(CN1C(=O)CSC1=O)Nc1ccc(N2CCOCC2)cc1
    5.9, 8.4, -0.8, -6.8, 1.8, 2.0%, 1.01, -23.3, 0.99
CC(C)NC(=O)c1ccccc1NC(=O)CN(c1ccc2c(c1)OCO2)S(C)(=O)=O
    2.8, 3.6, 12.8, 8.5, 1.2, 1.0%, 1.07, 6.7, 1.07
O=S(=O)(c1ccc(Oc2ncnc3scc(-c4ccccc4)c23)cc1)N1CCOCC1
    24.8, 3.6, 6.8, -3.8, 6.5, 9.0%, 0.99, 32.7, 1.02
O=C(O)CCC(=O)OC1CC2CCC1C2 (stereo unspecified)
    -0.5, 0.5, 4.7, 5.1, 7.9, 7.0%, 1.01, -9.5, 1.08
CCCCCCC1CC(CSc2ncn[nH]2)OC1=O (stereo unspecified)
    10.2, -21.6, 2.1, 2.1, 7.1, 7.0%, 0.99, -5.3, 1.01
CC1CN(C(=O)c2ccc(C(=O)c3ccccc3)cc2)CC(C)O1 (stereo unspecified)
    9.3, -3.6, 3.6, -0.9, 10.8, 4.0%, 1, 4.0, 1.08
Cc1nc2c(sc3nc4c(cc32)COC(C)(C)C4)c(=O)n1CC(=O)NCc1ccco1
    18.3, -14.7, ·, ·, -3.6, 7.0%, 1.07, -7.1, 1.23
CC(N=C1NS(=O)(=O)c2ccccc21)c1ccccc1 (stereo unspecified)
    3.7, 4.4, 0.3, 2.0, 1.3, 10.0%, 0.99, 4.9, 1.04
COC(=O)C1C(=O)C2=C(CC1C)NC(C)=C(C(=O)OC1CCCC1)C2c1ccc(N(C)C)cc1 (stereo unspecified)
    12.0, 1.0, 7.5, 1.9, 8.1, 5.0%, 1.09, 37.4, 1.13
COC(=O)c1cc(Cc2ccc(N)c(C(=O)OC)c2)ccc1N
    9.2, -119.3[fluorescence artefact?], 2.5, -11.8, 5.4, 5.0%[fluoresces], 1.07, -5.8, 2.15*
CCC(=O)Nc1cnc(NC(=O)c2cccc(F)c2)cc1C
    -29.2, 6.3, ·, ·, 0.1, 7.0%, 1.05, -14.2, 1.13
Cc1ccc(S(=O)(=O)NC(CC(=O)O)c2ccco2)cc1 (stereo unspecified)
    6.8, 3.3, ·, ·, 1.8, 1.0%, 1.05, -1.5, 1.11
COc1ccc(N2CCN(CCCNC(=O)CCCn3c(=O)[nH]c4ccsc4c3=O)CC2)cc1
    1.4, 2.2, ·, ·, 8.9, 16.0%, 1.08, -0.3, 1.18
O=C(O)c1cccc(Cn2cccn2)c1
    5.5, -3.1, 3.4, -5.0, 4.1, 5.0%, 1.01, -22.3, 0.99
NC(=O)COC(=O)C(Cc1ccccc1)NS(=O)(=O)c1ccccc1F (stereo unspecified)
    -27.7, -6.1, 2.7, -5.2, -0.1, 2.0%, 1.1, -1.2, 1.11
N#Cc1nc(Cc2ccccc2)oc1NCCCn1ccnc1
    16.0, 0.7, 6.2, -0.8, 8.0, 9.0%, 1.02, -5.3, 1.14
CCN(CC)C(=O)CSc1nnc(CCNC(=O)OC(C)(C)C)o1
    4.9, -3.1, 2.9, 5.4, 9.8, 6.0%, 1.01, -13.7, 1.05
CCOC(=O)N1CCC(NC(=O)CS(=O)(=O)Cc2nc(-c3cccc(OC)c3)oc2C)CC1
    5.3, 0.6, 3.6, 2.9, 11.5, 4.0%, 1, -6.9, 1.12
COc1ccc(N2CCN(C(=O)c3ccc(NS(=O)(=O)c4cccc(F)c4)cc3)CC2)cc1
    -11.0, 3.5, 2.2, 3.2, 6.4, 6.0%, 1.01, 6.4, 1.01
O=C(O)CSc1nnc(-c2cccnc2)n1Cc1ccccc1
    8.8, -6.7, 3.2, 1.4, 6.2, 7.0%, 0.98, -13.7, 1.18
COCCN1Cc2cccc(C(=O)Nc3ccc(C)c(C)c3)c2C1=O
    4.8, -4.0, 3.1, -0.5, 5.2, 6.0%, 1.01, -11.5, 1.02
O=S1(=O)C=C(N2CCOCC2)c2ccccc21
    ·, ·, ·, ·, ·, 2.0%, 1.08, -6.2, 1.08
O=C1CC(N2CCOCC2)C(=O)N1c1ccc2c(c1)OCO2 (stereo unspecified)
    -7.0, 3.6, 0.3, -8.2, 5.1, 2.0%, 0.99, -13.2, 1.06
O=C(NC1CC2CCC1C2)c1ccc(CN2CCOCC2)cc1 (stereo unspecified)
    3.8, -4.0, -2.4, -7.0, -2.7, 3.0%, 0.98, -13.0, 1.04
CCOC(=O)C1CCCN(C(=O)c2ccc(OC(C)=O)cc2)C1 (stereo unspecified)
    24.1, -3.2, 7.8, 5.2, 7.1, 0.0%, 1.03, -8.2, 1.11
CCc1ccc(S(=O)(=O)c2n[nH]n3c2nc(=O)c2ccccc23)cc1
    12.2, -33.3, ·, ·, -6.1, 4.0%, 1.04, 19.7, 1.44
CC(C)(C)c1[nH]nc2c1C(c1ccc(OC(=O)c3ccco3)cc1)C(C#N)=C(N)O2 (stereo unspecified)
    10.9, -151.6, 4.4, -3.4, 11.5, 7.0%, 0.96, 19.0, 1.1
CCC1CCCCN1C(=O)CSc1nc(N)c(NC(=O)c2ccc(OC)c(OC)c2)c(=O)[nH]1 (stereo unspecified)
    11.1, 4.0, 0.6, -3.6, -0.1, 4.0%, 1.02, -4.5, 1.1
CC1=CC(C)C2C(=O)N(CCCN(C)C)C(=O)C2C1 (stereo unspecified)
    7.7, -0.4, 9.4, 4.8, -0.1, 3.0%, 1.04, -3.6, 1.12
O=C(NCc1ccco1)c1cccc2c1C(=O)N(C1CCCCC1)C2
    18.7, -1.6, -0.7, 5.2, -1.7, 9.0%, 0.96, -20.9, 1.06
COc1cc(CO)cc(Br)c1OCc1cccnc1
    1.1, -2.4, 4.9, 2.6, -3.1, 9.0%, 1, -9.9, 1.09

Single records (already shown). Order of screens: HEK293 NFkB inh	MMP13 inh	ROCK2 blocker	JNK3 inh	PKA inh	NADH enzymes	A340 absorber	Ecoli tolC	Fluor 339 460
COc1cc(CO)cc(Br)c1OCc1cccnc1 as listed: 1.1	-2.4	4.9	2.6	-3.1	9.0%	1	-9.9	1.09
CC1=CC(C)C2C(=O)N(CCCN(C)C)C(=O)C2C1 (stereo unspecified) as listed: 7.7	-0.4	9.4	4.8	-0.1	3.0%	1.04	-3.6	1.12

Screening results from PubChem.
